# From PubChem BioAssay
# TEAD-YAP inh: TEAD-YAP interaction inhibition, primary screen, TEAD-YAP interaction inhibitor project, luminescence, HEK-TIYL cells. TEAD-Gal4/YAP UAS-luciferase luminescence. inhibition, % at 9.12 µM. 640,000 compounds, 1.4% hits. AID 1259422, 2018; in the data active = inhibition above about 32%;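 note: 0% = median of test compound wells and 100% = reference inhibitor wells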
# GPR151 activ: activators of human GPR151, primary screen, cell-based, PathHunter beta-arrestin, luminescence; G-protein coupled receptor 151 (Homo sapiens), Q8TDV0; PathHunter beta-arrestin GPR151 cells; activation, % at 11.2 µM; 650,000 compounds, 1% hits; AID 1508602, 2020; in the data active = activation above about 4.9%;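 note: 0% = median of compound wells and 100% = cells with positive control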
# Target sequence (Q8TDV0 whole entry, looked up): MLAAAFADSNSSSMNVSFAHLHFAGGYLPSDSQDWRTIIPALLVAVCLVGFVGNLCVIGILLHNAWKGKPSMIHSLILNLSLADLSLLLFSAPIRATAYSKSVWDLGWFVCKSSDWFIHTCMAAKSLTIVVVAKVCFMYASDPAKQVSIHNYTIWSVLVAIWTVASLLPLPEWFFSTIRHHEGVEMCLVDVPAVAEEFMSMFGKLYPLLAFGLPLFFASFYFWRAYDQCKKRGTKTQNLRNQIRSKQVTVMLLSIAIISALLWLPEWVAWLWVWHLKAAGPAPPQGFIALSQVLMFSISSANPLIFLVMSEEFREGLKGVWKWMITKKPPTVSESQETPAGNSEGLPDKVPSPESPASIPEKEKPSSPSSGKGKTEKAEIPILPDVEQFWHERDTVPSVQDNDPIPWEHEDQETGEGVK
# MITF primary: MITF inhibitors, primary screen, biochemical, AlphaScreen, human; AlphaScreen MITF homodimerization, bead proximity signal; Microphthalmia-associated transcription factor (Homo sapiens), O75030; 650,000 compounds, 0.91% hits; AID 1259374, 2018; inhibition, % at 2.6 µM; in the data active = inhibition above about 50%;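 note: 0% = vehicle wells with protein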
# Target sequence (O75030 whole entry, looked up): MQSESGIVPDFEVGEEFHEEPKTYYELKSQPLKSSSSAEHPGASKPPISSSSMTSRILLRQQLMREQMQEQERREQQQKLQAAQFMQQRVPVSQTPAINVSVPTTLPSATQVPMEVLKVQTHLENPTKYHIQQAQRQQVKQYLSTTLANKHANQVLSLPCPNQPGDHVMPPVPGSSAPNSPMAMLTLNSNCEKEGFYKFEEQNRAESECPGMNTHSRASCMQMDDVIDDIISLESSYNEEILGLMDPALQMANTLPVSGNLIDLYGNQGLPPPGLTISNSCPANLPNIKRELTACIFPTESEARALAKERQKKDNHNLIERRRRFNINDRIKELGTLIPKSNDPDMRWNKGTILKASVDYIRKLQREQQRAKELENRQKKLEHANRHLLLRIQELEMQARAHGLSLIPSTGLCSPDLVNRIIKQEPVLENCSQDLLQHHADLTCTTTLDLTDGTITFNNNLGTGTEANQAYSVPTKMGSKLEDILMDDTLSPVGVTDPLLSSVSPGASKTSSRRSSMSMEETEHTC
# FBW7 activator: FBW7 E3 ligase activators, primary screen, biochemical, AlphaScreen, human | F-box/WD repeat-containing protein 7 (Homo sapiens), Q969H0 | AlphaScreen FBW7–phospho-cyclin E peptide binding, activator screen | AID 1259310, 2017 | 650,000 compounds, 0.13% hits | normalized activity (activation), % at 26.1 µM; in the data active = normalized activity above about 1.9%;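 note: purified mutant Fbw7 with reduced substrate affinity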
# The depositor's hits bear a star; & = joins results of further samples.
SMILES	MITF primary	TEAD-YAP inh	GPR151 activ	FBW7 activator
N#C/C(=C\Nc1ccccc1)c1nc(-c2cc3cc([N+](=O)[O-])ccc3oc2=O)cs1	11.9	6.3	0.6	0.2
O=C(OCc1cc(=O)oc2ccc3ccccc3c12)c1cccnc1Cl	-9.5	-5.1	1.7	0.0
Cc1ccc(-c2cc(C(F)(F)F)n3nc(C(=O)Nc4cc(C)cc(C)c4)cc3n2)cc1	-2.4	-0.7	0.0	0.0
COC(=O)C1=C(C)N(C(C)c2ccccc2)C(=O)/C1=C\c1ccco1 (centres undefined)	14.8	10.2	-0.4	-0.3
C=CCc1c(NCc2ccccc2)nc(C)nc1NCc1ccccc1	-8.0	-39.5	0.3	-0.2
CCCOC(=O)C1=C(C)NC2=C(C(=O)CCC2)C1c1cccc(Cl)c1 (centres undefined)	-11.7	7.5	3.4	0.1
COc1ccc(CCNc2ccnc(N3CCOCC3)n2)cc1	-10.2	2.5	1.8	0.1
COc1ccc(N/C(=N\c2nc(C)cc(C)n2)NC(=O)c2ccccc2)cc1OC	-0.6&-4.8	0.0&4.8	0.4&0.8	0.0&-0.3
O=C1CSC(=Nc2ccccc2)N1C1CCCCC1	7.1	2.5	0.7	0.2
O=C(NC1CC1)c1ccc(CS(=O)(=O)c2c(Cl)cccc2Cl)o1	6.4	-6.2	-0.7	0.3
COc1ccc(-c2nnc(NC(=O)c3ccccc3F)o2)cc1	5.4	13.5	0.9	-0.1
Brc1ccc(-c2c[n+]3c(n2Cc2ccccc2)SCCC3)cc1	9.1	-27.2	-0.3	0.0
c1coc(CNc2ccnc3c(-c4ccc5ccccc5c4)cnn23)c1	-2.5	5.1	-1.4	0.2
COCCCNc1nc2nonc2nc1N(C)CCOc1ccccc1	-2.0	0.9	-0.2	-0.1
COc1ccc(/C=C(\NC(=O)c2ccccc2)C(=O)NCCCN2CCOCC2)cc1OC	9.7	-3.8	0.2	0.7
O=c1c2sccc2nc(SCc2cc(=O)n3ccccc3n2)n1Cc1ccccc1	15.6	-9.8	4.1	0.7
COC(=O)C1=C(C)N(C)C(C)=C(C(=O)OC)C1c1ccc(C(=O)OC)cc1	-6.5	-4.5	-0.4	-0.1
CC(NC(=O)NC1CC(=O)N(c2cccc(F)c2)C1)c1ccccc1 (centres undefined)	4.2	3.1	2.6	0.1
COCCNc1nc2ccccc2c2nc(-c3cccnc3)nn12	2.6	8.5	-0.5	0.0
CCC(C)(C)NC(=O)c1cc2cc(Br)ccc2oc1=O	-0.2	5.5	-1.1	0.2

# Retrieved one by one from the list above (2):
SMILES	MITF primary	TEAD-YAP inh	GPR151 activ	FBW7 activator
COc1ccc(/C=C(\NC(=O)c2ccccc2)C(=O)NCCCN2CCOCC2)cc1OC	9.7	-3.8	0.2	0.7
COc1ccc(N/C(=N\c2nc(C)cc(C)n2)NC(=O)c2ccccc2)cc1OC	-0.6&-4.8	0.0&4.8	0.4&0.8	0.0&-0.3

# (list continues)
SMILES	MITF primary	TEAD-YAP inh	GPR151 activ	FBW7 activator
O=C(NCc1ccc(Cl)cc1)c1nn2c(C(F)(F)F)cc(-c3ccc(F)cc3)nc2c1Cl	6.3	12.4	0.3	0.0
CCc1ccc(NC(=O)CC(C)S(=O)(=O)c2ccc3c(c2)SCC(=O)N3)cc1 (centres undefined)	-2.6	-2.3	-2.2	0.2
N#Cc1ccc(Cn2nc(-c3cccc4ncccc34)oc2=O)cc1	-3.4	8.6	1.8	0.1
O=C(N/N=C/c1cc(Cl)cc(Cl)c1O)c1cc(O)cc(O)c1	5.8	-8.0	-1.1	-0.3
Cc1nc(N2CCOCC2)c2c(C)c(C(=O)Nc3cc(Sc4ccc(F)cc4)cc([N+](=O)[O-])c3)sc2n1	19.4	-3.2	-0.6	0.5
O=C(CSc1nc2ccc([N+](=O)[O-])cc2[nH]1)Nc1ccc(F)c(F)c1	0.4	68.5*	0.2	-0.1
COC(=O)c1ccc(C2Oc3ccc(Cl)cc3C3CC(c4ccc(F)cc4)=NN32)cc1 (centres undefined)	6.2	-13.7	0.3	0.0
O=C(Nc1cccc([N+](=O)[O-])c1)c1cc(S(=O)(=O)Nc2ccc(Br)cc2)ccc1Cl	11.1	7.6	0.4	0.0
Cc1cc(C(F)(F)F)nn1CC(=O)Nc1cc(O)cc([N+](=O)[O-])c1	4.4	-8.5	0.1	-0.1
O=C(c1ccc(-n2c(=S)[nH]c3ccccc3c2=O)cc1)N1CCN(C(=O)c2ccco2)CC1	14.1	7.7	-0.3	0.0
COc1ccc(Br)cc1CN1CCN(C(=O)c2ccccc2)CC1	43.2	8.3	0.4	-0.1
CC(C)C[C@@H]1NC(=O)[C@H]2CN(Cc3cn(C)nc3-c3ccccc3)CCN2C1=O	2.5	-2.1	4.9	0.7
COC(=O)C1(CCSC)NC(c2cccs2)C2C(=O)N(C)C(=O)C21 (centres undefined)	-2.0	-1.9	1.4	-0.3
CCOC(=O)c1sc2nc(SCC(=O)NCc3ccco3)n(Cc3cccc(Br)c3)c(=O)c2c1C	4.2	0.1	-1.1	0.8
O=C(Nc1ccc(C(=O)OC2CCCCC2)cc1)c1cccc(Cl)c1	-4.1	0.0	0.8	0.0
CC(=O)c1cccc(NC(NC(=O)c2ccccc2)C(=O)c2cccs2)c1 (centres undefined)	10.6	-4.8	0.5	-0.1
O=C(CSc1nc2ccsc2c(=O)n1NC(=O)COc1ccccc1Br)NCc1ccco1	-0.7	-1.1	0.5	-0.1
CCS(=O)(=O)c1ccc(OC)c2c1C(=O)C(=O)N2	17.5	5.9	-0.4	1.3
O=C(Nc1cccc2c1C(=O)NC2=O)c1cc[n+]([O-])cc1	5.0	2.5	-0.4	0.2
CC(=O)c1c(C)[nH]c(C(=O)NCc2ccc(F)cc2)c1C	8.2	-2.5	0.3	-0.1
COc1cc(O)ccc1/C=N/NC(=O)c1ccccc1	-6.9	-45.4	-1.4	0.1
CCCCOc1ccc(CC2CCC(=O)NC2=O)cc1 (centres undefined)	-7.2	-16.2	1.5	0.2
CC1=NNC(=O)C(CC(=O)Nc2ccc([N+](=O)[O-])cc2)C1 (centres undefined)	6.0	2.2	-0.6	-0.1
COc1ccc(OCCOc2cccc(C=O)c2)cc1	24.5	-21.3	0.7	0.0
CCN(CC)S(=O)(=O)c1ccc2c(c1)N(CC(=O)NC1CC1)C(=O)CO2	14.4	-15.6	-1.3	1.8
CC(C)c1ccc2c(c1)c1c3n2CCN(CCC#N)C3CCC1 (centres undefined)	5.7	5.4	-0.6	0.0
COc1ccc(Nc2nc(-c3ccc(C)cc3)[n+](Cc3ccccc3)s2)cc1	9.0	-69.0	2.3	0.0
O=[N+]([O-])c1ccccc1S(=O)(=O)Nc1ccc(Br)cc1	-3.6	-7.3	-0.5	0.6
O=C1NC(NS(=O)(=O)c2ccccc2)(C(F)(F)F)C(=O)N1Cc1cccnc1 (centres undefined)	3.7	6.8	2.7	0.0
COc1ccccc1C1=NOC(C(=O)NCC(C)C)C1 (centres undefined)	-1.5	-4.6	-0.4	0.1
COc1ccc(C(=O)Nc2sc3c(c2C#N)CCC(C)C3)cc1OC (centres undefined)	2.1	-4.6	0.6	0.1
Cc1ccc(CCN2CC(C(=O)NC(C)C)CC2=O)cc1 (centres undefined)	14.8	0.3	0.3	0.1
CCOC(=O)c1ccc(NC(=O)CS(=O)(=O)c2cn(CC)c3ccccc23)cc1	16.8	-15.5	-0.9	0.1
COC(=O)c1sc(NC(=O)c2cccc([N+](=O)[O-])c2)c(C(N)=O)c1C	13.3	1.9	0.0	0.1
COc1cc(/C=C/C(=O)O)cc(S(=O)(=O)NCCCO)c1OC	0.7	-5.8	0.1	-0.1
Cc1ccc(C2/C(=C(\O)c3ccc(Br)cc3)C(=O)C(=O)N2c2nccs2)cc1 (centres undefined)	-7.7	-0.3	0.5	-0.1
N#CC1=C(N)SC(N)=C(C#N)C1c1ccccc1[N+](=O)[O-]	5.4	2.0	-0.7	-0.7
CCN(CC)c1ncc(C(=O)c2ccc([N+](=O)[O-])o2)s1	8.1	-3.5	0.3	-0.1
Cc1ccc(C)c(-c2cc(C(=O)Nc3sc4c(c3C#N)CCCCC4)c3ccccc3n2)c1	1.4	-0.3	-0.3	-0.1
Cc1cc(C)n(CCCNc2ccc(S(=O)(=O)Nc3ccccc3)cc2[N+](=O)[O-])n1	4.8	-5.3	1.8	-0.4
Cc1ccc(NC(=O)COc2cccc3c2CCNC3=O)cc1Cl	22.1	3.8	1.1	0.1
COC(=O)Nc1ccc(S(=O)(=O)N2CCCC(C(=O)N3CCCCC3)C2)cc1 (centres undefined)	13.2	2.5	0.1	0.3
Cc1cc(F)ccc1N1CCC(N2CCN(C)C(CCO)C2)CC1 (centres undefined)	10.9	8.0	0.1	0.1
Cc1ccc(NC(=O)CN2CCN(c3ccc(Cl)cc3)CC2)cc1Br	-7.5	-5.2	1.2	0.0
O=C(C1CCCN1/C=C/C(=O)C(F)(F)F)N1CCCC1 (centres undefined)	3.8	-5.8	-2.2	0.5
OCCC1CN(Cc2ccc(O)cc2)CCN1Cc1ccc(F)c(F)c1 (centres undefined)	3.4	-6.3	-1.4	-0.1
COC(=O)C(Cc1ccccc1)NC(=O)c1cc([N+](=O)[O-])c(Cl)c([N+](=O)[O-])c1 (centres undefined)	0.9	-8.3	0.1	-0.2
NNC(=O)C[n+]1nc(-c2ccccc2)n[nH]1	-5.2	4.0	1.5	0.0
CN1CCCN(Cc2cc(Cl)cc(Cl)c2O)CC1	12.0	0.1	3.6	-0.1
CC(C)Oc1ccc(C(=O)Nc2nc3c(s2)C(=O)CC(C)(C)C3)cc1	11.6	2.2	0.0	0.2

# Brought forward from above: 7 compounds, followed by the next part.
SMILES	MITF primary	TEAD-YAP inh	GPR151 activ	FBW7 activator
Cc1ccc(NC(=O)CN2CCN(c3ccc(Cl)cc3)CC2)cc1Br	-7.5	-5.2	1.2	0.0
O=C(C1CCCN1/C=C/C(=O)C(F)(F)F)N1CCCC1 (centres undefined)	3.8	-5.8	-2.2	0.5
OCCC1CN(Cc2ccc(O)cc2)CCN1Cc1ccc(F)c(F)c1 (centres undefined)	3.4	-6.3	-1.4	-0.1
COC(=O)C(Cc1ccccc1)NC(=O)c1cc([N+](=O)[O-])c(Cl)c([N+](=O)[O-])c1 (centres undefined)	0.9	-8.3	0.1	-0.2
NNC(=O)C[n+]1nc(-c2ccccc2)n[nH]1	-5.2	4.0	1.5	0.0
CN1CCCN(Cc2cc(Cl)cc(Cl)c2O)CC1	12.0	0.1	3.6	-0.1
CC(C)Oc1ccc(C(=O)Nc2nc3c(s2)C(=O)CC(C)(C)C3)cc1	11.6	2.2	0.0	0.2
O=C1CC(n2nc(-c3ccccc3)n(-c3ccccc3)c2=S)C2COC1O2 (centres undefined)	3.5	9.1	0.3	0.0
OCCN(CC#CC(O)(c1ccccc1)C1CCCCC1)CCO (centres undefined)	-12.8	2.8	-0.2	-0.2
Cc1ccc(N(CC(=O)NC2CCCCC2)C(=O)CNC(=O)c2cccs2)cc1C	-6.1	-0.7	0.3	0.1
Cc1cc(C(C)(C)C)ccc1OCCN(C)C	83.7*	2.4	2.0	-0.2
CC1CC(C)CN(C(=O)CNS(=O)(=O)c2ccc(C(C)(C)C)cc2)C1 (centres undefined)	2.0	13.3	0.2	0.0
COc1cccc(N2CC(C(=O)Nc3cc(C)on3)CC2=O)c1 (centres undefined)	10.7	4.1	0.7	-0.1
O=C(Nc1cc(Cl)ccc1Cl)C1CCN(S(=O)(=O)c2cccs2)CC1	10.2	0.2	0.1	0.2
COc1ccc(C2=N/C(=C\c3cc(OC)ccc3OC)C(=O)O2)cc1	17.0	1.5	-1.4	0.0
CCCc1cc(N2CCCC(C(=O)NCc3ccc4c(c3)OCO4)C2)n2ncnc2n1 (centres undefined)	12.7	-6.9	-0.6	0.3
COCc1cc(C)nc2sc(C(=O)Nc3ccc(Cl)c(Cl)c3)c(N)c12	-3.9	-40.3	-0.2	-0.2
COc1ccc(C2C(C(=O)Nc3ccc(C)c(F)c3)CCC(=O)N2c2ccc(OC)cc2)cc1 (centres undefined)	1.4	-15.3	0.0	0.1
COc1ccc(CN2CCC3(CCC(CNC(=O)c4cccc(F)c4)O3)CC2)c(O)c1 (centres undefined)	-2.9	-3.0	1.2	-0.1
COC(=O)c1ccc2nc(C)cc(Nc3cccc(C(=O)O)c3)c2c1	17.6	4.6	-0.7	0.0
CCNc1c2c3c(cccc3n(C)c1=O)C(=O)c1ccccc1-2	-8.3	-8.4	-1.1	0.6
COCCn1c(=O)[nH]c2ncc(-c3ccc(OC)c(OC)c3OC)nc21	-1.0	-4.3	0.8	0.3
O=[N+]([O-])c1cccc(/C=N/Nc2cc(N3CCOCC3)ncn2)c1	7.4	-4.8	-1.1	0.1
Cc1ccc2nc3sc(C(=O)N4CCCC(C)C4)c(N)c3cc2c1 (centres undefined)	5.0	-4.9	-0.9	-0.1
COC(=O)CNC(=O)c1cc(OC)cc(OC)c1	-0.2	-0.2	-0.3	0.1
COc1cc(OC)cc(C(=O)N2CCN(c3ccc([N+](=O)[O-])cc3Cl)CC2)c1	21.6	1.5	-1.4	0.1
